High-throughput results deposited in PubChem BioAssay by several laboratories.
CSM14.1 death rescue: rescue of cells from ER stress-induced death, primary screen, 384-well, CSM14.1, thapsigargin, ATP luminescence (AID 1222); CSM14.1 thapsigargin-induced death rescue, ATP luminescence; higher % means a stronger effect; 190,000 tested, under 10 active; cellular ATP content (survival), % at 20 µM, or EC50 in µM where a hit was titrated;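 active means EC50 below 50 µM in the dose-response confirmation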;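 further: death triggered by thapsigargin at about 15 µM added after 2 h compound pretreatment; cell ATP read after overnight thapsigargin exposure of roughly 18 to 22 hours; normalized against plate controls of thapsigargin alone and 5% DMSO vehicle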
PhoP inhibition: inhibitors of PhoP regulon expression, primary screen, Salmonella Typhimurium, GFP reporter (AID 1863); S. Typhimurium PhoP-regulated promoter GFP reporter, 4 h; higher % means a stronger effect; inhibition, % at 50 µM, or IC50 in µM where a hit was titrated; actives 0.16% (n = 300,000);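 active means inhibition over 29.93%, a cutoff 3 SD above the screen mean, later confirmed by dose response; inconclusive means inhibition over 29.93% but no dose response follow-up; inactive means inhibition at most 29.93% or unconfirmed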;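 further: 0% = low Mg2+ inducing control and 100% = high Mg2+ repressing control; strong numbers were not always called active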
Autophagy HCS: autophagy modulation, high-content screen; calls only at 10 µM (by protocol); MEF GFP-LC3 puncta imaging; test concentration mostly 10 µM; AID 463193; actives 0.98% (n = 190,000);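 active means percentage of spot-positive cells more than 3 SD above its plate mean, without a fluorescence outlier flag or 80% toxicity; inconclusive means no clear call, values can overlap the other calls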;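 further: spot-positive cell cutoff set from DMSO-treated cells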
Dynein cargo inh: blocks dynein driven cargo transport along microtubules; 3617.4 mouse cells, GR-EGFP nuclear translocation imaging; test concentration mostly 20 µM; stimulated with dexamethasone, 1 µM; active compounds read low; z-score, hits read low; actives 0.47% (n = 220,000); AID 1381;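 active means plate z-score of nuclear minus cytoplasmic receptor signal below a set negative limit, without overly bright fluorescence or cell loss, cut at about -3.5 in these data, passing the limit was not always enough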;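 further: z-score of nuclear minus cytoplasmic ring GR-EGFP intensity difference per well; some compounds called inactive have numbers as strong as hits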
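Buffer or medium: tet-free medium with charcoal-stripped serum / Also added: dexamethasone agonist, 1.0 µM final, for 30 min / Timing: induction 48 h, compound 1 h, agonist 30 min / Measured by: high-content fluorescence imaging after fixation / Read-out: nuclear-to-cytoplasmic GR-EGFP distribution per well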
Lipid droplet: hepatic lipid droplet formation modulation; AML12 mouse hepatocytes, oleate lipid droplets, BODIPY imaging; actives 0.4% (n = 240,000); inhibition, % at 6.5 µM; AID 1656;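 active means lipid droplet intensity inhibited by at least 50%, with more than 500 cells counted; inconclusive means wells with under 300 cells, treated as cytotoxic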
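Assay system: AML12 mouse liver cells | Compound dosing: One dose, 6.5 µM compound | Read-out basis: Droplet intensity reduction, % inhibition | Measured by: Fluorescence imaging, 20x objective, two fields per well | Schedule: Overnight treatment with compound plus oleate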
Ins promoter up: MIN6 insulin promoter up-regulation. z-score at 5 µM. actives 0.3% (n = 190,000). MIN6 insulin promoter-GFP reporter, high-content imaging; active compounds read high;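 active means z-score above 3 at 5 µM with at least 500 cells counted in the well; inconclusive means wells under 500 cells, flagged as cytotoxic or low count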
bCat nuc transl: modulators of beta-catenin nuclear translocation | HeLa beta-catenin nuclear translocation, immunofluorescence imaging | nuclear translocation activity, % at 5 µM | actives 0.3% (n = 190,000);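 active means nuclear translocation activity above 50% at 5 µM, with a well cell count of 50 or more; inconclusive means wells under 50 cells across six images, flagged as toxic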;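 further: per-cell ratio of nuclear to cytoplasmic median beta-catenin stain intensity; plate controls were DMSO negative control for no effect and GSK-3 inhibitor IX positive control for full effect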
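Read-out: Nuclear/cytoplasmic beta-catenin signal ratio, % activation | Assay system: Human HeLa cell line | Times: 24 h compound exposure at 37°C, 5% CO2 | Signal: Fluorescence imaging of beta-catenin antibody stain plus DAPI | Dosing: 5 µM primary, 0.02–20 µM confirmation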
T cell HTS: T cell immune modulation candidate | calls only at 7 µM | AID 2052 | 2C CD8+ T cell-vesicle binding, flow cytometry; active compounds read low | actives 0.068% (n = 330,000);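 active means response, share of CD8 T cells binding vesicles, and their 90th percentile fluorescence all below set limits, cut at about 80% in these data, passing the limit was not always enough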
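System: murine 2C transgenic CD8+ T lymphocytes; also added: QL9-loaded Drosophila micro-vesicles; times: binding 1.5 h at 37 °C; measured by: flow cytometry, PE anti-B7-1 (FL2) versus Alexa647 anti-CD8 (FL8), PFA-fixed; control set: Peptide-free naked vesicles (low) and QL9 vesicles with 0.7% DMSO vehicle (high)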
MT stabilize HCS: microtubule stabilizers in HeLa cells | % tubulin-high responders, % at 10 µM | HeLa tubulin immunostaining HCS, 24 h; share of cells brighter than vehicle mean+2SD | AID 2205 | actives 0.83% (n = 200,000);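 active means plate Z-score above 3 for both tubulin-high and condensed-nucleus cell shares, with cell loss under 80%, at 10 µM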;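 further: anti alpha tubulin signal scored within the nucleus-defined area of each cell; some results filed as inactive read as strong as hits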
Dynein cargo inh cytoplasmic EGFP: second read-out of Dynein cargo inh, no call of its own (marks repeat the call); z-score; measured here: cytoplasmic GR-EGFP intensity; active compounds read high
Dynein cargo inh nuclear GR-EGFP: recorded beside Dynein cargo inh, whose call it bears; z-score; measured here: nuclear GR-EGFP intensity;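 lower value marks the stronger effect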
Dynein cargo inh cell count: further read-out of Dynein cargo inh, marked with its call; z-score; measured here: cell count per field
Ins promoter up cell count: further read-out of Ins promoter up, marked with its call; cell count; measured here: cytotoxicity, nuclei count;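 total cells summed across four imaged fields per well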
Lipid droplet cells 6.5 µM: also measured in Lipid droplet; calls as there; cell count; measured here: cell count, cytotoxicity flag;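 cells counted across two imaged fields per well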
bCat nuc transl cell count 5 µM: second read-out of bCat nuc transl, no call of its own (marks repeat the call); cell count; measured here: cell count, cytotoxicity flag
T cell HTS vesicle-bound %: further read-out of T cell HTS, marked with its call; double positive events, %; measured here: CD8+ vesicle-bound cell fraction;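 binding gate set so that unloaded-vesicle control wells show 10% double positive cells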
MT stabilize HCS Hoechst-high %: also measured in MT stabilize HCS; calls as there; % Hoechst-high responders; measured here: nuclear condensation Hoechst responders;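 share of cells brighter than vehicle mean plus two SD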
MT stabilize HCS cytotoxicity %: further read-out of MT stabilize HCS, marked with its call; toxicity, %; measured here: cytotoxicity by cell density;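 0% = mean cell density of plate MIN control wells and 100% = no cells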
Autophagy HCS cell loss 18 h: recorded beside Autophagy HCS, whose call it bears; toxicity, %; measured here: cell loss, nuclei count;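 cell loss after 18 h compound exposure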
An asterisk follows results filed as active; i = inactive; u = inconclusive; x = not tested or not shown; & = joins results of further samples. A portion of the library; count on the stated rates, not on these rows.

Order of values: MT stabilize HCS	Lipid droplet cells 6.5 µM	Ins promoter up	Autophagy HCS cell loss 18 h	MT stabilize HCS cytotoxicity %	PhoP inhibition	CSM14.1 death rescue	Ins promoter up cell count	MT stabilize HCS Hoechst-high %	Dynein cargo inh cytoplasmic EGFP	Dynein cargo inh nuclear GR-EGFP	bCat nuc transl cell count 5 µM	T cell HTS	T cell HTS vesicle-bound %	Dynein cargo inh	Lipid droplet	Dynein cargo inh cell count	bCat nuc transl	Autophagy HCS
> C[C@@H]1O[C@@H](O[C@H]2C[C@@H](O)[C@]3(CO)[C@H]4[C@H](O)C[C@]5(C)[C@@H](C6COC(=O)C6)CC[C@]5(O)[C@@H]4CC[C@]3(O)C2)[C@H](O)[C@H](O)[C@H]1O (some centres not stated)
→ 9.7	730	x	4	32	-4%&8%	-1.8%	x	1.8	-0.31	0.58	x	i	61	0.28	-5	0.058	x	i
> CNCC(O)c1cccc(OC(=O)c2ccccc2C)c1 (configuration not stated)
→ 2.1	x	0.32	10	13	4%	-2.3%	1226	1.9	-0.19	0.52	984	i	25	1.2	x	-0.58	-3.3	i
> COc1ccc(C2=NCC(=O)N(CC(=O)NCc3ccco3)c3sc4c(c32)CCCC4)cc1OC
→ 4.2	628	0.09	0	10	-6%	-3.0%	2001	3.5	-0.096	-0.33	1071	i	44	-1.3	-7	0.5	-2.5	i
> COc1ccc(NC(=O)N2CCC3(CC2)OCCO3)cc1
→ 4.8	731	-0.31	24	4.5	9%	0.4%	1488	2.2	-0.28	-0.17	1427	i	50	-0.33	-10	0.61	0.0	i
> O=C(c1ccc(Cl)cc1)C1CCCN(Cc2ccon2)C1 (configuration not stated)
→ 1.8	741	x	-9	5.3	2%	0.4%	x	1.7	-0.2	-0.51	989	i	56	-0.74	-3	-0.036	-1.6	i
> COc1ccc(OC)c(-n2c(O)c(C=NCc3ccc4c(c3)OCO4)c(=O)[nH]c2=O)c1
→ 5.3	x	0.41	0	2.6	-3%	-1.5%	1136	2.4	-0.24	0.44	1115	i	54	0.29	x	-0.98	-0.8	i
> CC(=O)N1N=C(c2c(O)n(C)c(=O)n(C)c2=O)CC1c1ccccc1 (configuration not stated)
→ x	x	-1.3	x	x	-3%	x	1518	x	-0.26	0.27	1308	i	28	1	x	-0.45	0.5	x
> CCN1CC2(COC(=O)c3ccccc3N)CCC(OC)C34C5CC6C(OC)CC(O)(C5C6OC)C(O)(C(OC)C23)C14 (configuration not stated)
→ 1.9	803	-0.46	-7	6.3	-2%	3.5%	932	0.6	-0.29	1.4	1269	i	29	1.7	-3	1.1	-7.2	i
> C/C1=C\[C@@H](C)C/C=C/[C@H]2[C@@H]3O[C@]3(C)[C@@H](C)[C@H]3[C@H](Cc4c[nH]c5ccccc45)NC(=O)[C@]32C(=O)/C=C/C(=O)[C@@H]1O
→ 4.0	412	1.6	-7	5.1	-1%	-5.0%	1037	2.3	1.5	-1.5	1118	i	24	-3.2	8	0.35	-1.9	i
> COc1ccc(-n2c(-c3ccco3)nc3ccccc3c2=O)cc1
→ 2.3	726	-0.53	-16	7.5	-1%	1.0%	1536	1.2	-0.29	-0.32	971	i	47	-1	-1	0.4	2.4	i
> CC1CCC(C(C)C)C(OC(=O)Cn2c(COc3ccccc3)[n+](C)c3ccccc32)C1 (configuration not stated)
→ x	711	u	x	x	72µM*	x	x	x	1.5	0.078	933	i	60	-1	9	-6	12	x
> O=C1NC(=O)[C@]2(Cc3ccccc3N3CCN(c4ccccc4)CC32)C(=O)N1c1ccccc1 (some centres not stated)
→ 4.1	x	x	6	2.7	3%	-0.6%	x	1.4	-0.35	-0.27	1002	i	37	-0.37	x	-0.1	2.6	i
> O=C1NC(=O)C2(Cc3ccccc3N3CCCC32)C(=O)N1c1ccccc1 (configuration not stated)
→ 3.5	x	0.34	12	6.5	-15%	0.7%	1232	2.2	-0.18	0.24	933	i	7	-0.014	x	-0.28	-3.5	i
> CCNc1cc(N2CCNCC2)ccc1[N+](=O)[O-]
→ 9.9	686	-2.1	8	2.9	4%	0.6%	1364	0.8	-0.26	-0.47	996	i	38	-0.51	-6	1.7	2.7	i
> COc1ccc(N=Cc2c(O)n(-c3ccc(C)cc3)c(=O)[nH]c2=O)cc1
→ 3.4	634	0.24	-10	7.9	-7%	0.8%	1486	1.4	0.063	1.7	1024	i	64	1.4	1	-2.1	0.5	i
> O=C1NC(=S)NC(=O)C1=Cc1ccc2c(c1)CCN2CCCCl
→ x	658	-0.06	x	x	0%	x	967	x	-0.23	0.44	1283	i	21	-0.025	-2	0.19	1.9	x
> COC(=O)CNC(=O)c1cn(CCC#N)nc1-c1ccc(F)cc1
→ 1.3	769	0.23	1	7.7	-1%	-1.0%	1264	1.7	-0.25	-0.61	1147	i	33	-0.83	-3	0.71	-1.6	i
> O=S(=O)(c1ccc(Cl)cc1)N1CCCCC1c1cccnc1 (configuration not stated)
→ 3.7	701	-0.08	5	7.2	8%	-0.3%	1301	3.2	-0.25	-0.8	1060	i	57	-1.1	4	0.88	-0.4	i
> CCCCCCC(=O)N/N=C/c1c(O)n(CCCC)c(=S)[nH]c1=O
→ x	716	0.02	x	x	-11%	x	1418	x	-0.21	-0.37	1045	i	56	-0.43	-3	0.44	-0.7	x
> Cc1nc2cc(F)ccc2n1C1CCN(Cc2nnnn2CCc2ccccc2)CC1
→ 2.3	743	0.24	20	16	11%	0.2%	765	1.7	-0.42	-0.5	1167	i	16	-0.64	24	0.76	-5.1	i
> c1ccc2c(c1)[nH]c1cnccc12
→ 4.2	657	x	41	5.1	-5%	-2.6%	x	3.3	-0.32	-0.088	503	i	5	-0.52	-7	1.4	-1.8	i
> CCOC(=O)C1=Nc2ccccc2/C1=C\c1c(O)n(C)c(=O)n(C)c1=O
→ x	666	-1.6	x	x	-11%	x	1138	x	-0.24	-0.056	1360	i	11	-0.87	-3	0.92	-1.1	x
> CC1(C)OC1COc1c2occc2cc2ccc(=O)oc12 (configuration not stated)
→ 3.5	727	-0.35	6	3.8	6%	-5.1%	1223	2.2	-0.3	0.22	635	i	18	-0.28	-9	0.3	-0.2	i
> CP(=O)(Nc1ccc(Cl)cc1)c1nc2c(s1)CCCC2 (configuration not stated)
→ x	661	0.46	x	x	-5%	x	1104	x	-0.77	-0.34	1349	i	16	-0.94	2	0.78	1.4	x
> O=C(Nc1ccc(F)cc1)OC1CN2CCC1CC2 (configuration not stated)
→ x	740	0.26	x	x	6%	x	1419	x	-0.19	-0.19	1158	i	34	-0.24	19	-0.4	-2.9	x
> COc1cc(/C=N/NC(=O)CN2CC(c3ccccc3)CC2=O)ccc1OC(=O)N(C)C (configuration not stated)
→ 1.1	x	x	1	8.3	5%	2.7%	x	1.6	-0.25	-0.52	x	i	57	0.065	x	0.9	x	i
> CC(C)(C)C(=O)OCC12CCC(O1)C1(C)C(=O)OCC21 (configuration not stated)
→ 2.3	671	1.3	9	8.8	-6%	-6.1%	1222	2.6	-0.047	0.39	942	i	33	0.46	9	-1	-1.5	i
> CN(C)C(=O)CSc1nnc([C@@H](N)Cc2ccccc2)o1
→ 4.3	x	0.3	-9	8.1	-1%	-1.1%	1352	2.4	-0.11	1	931	i	31	1.3	x	-1.7	-2.7	i
> O=C(c1ccc2c(c1)OCO2)C1CCCN(CC2CCCCC2)C1 (configuration not stated)
→ 2.2	698	-1	-35	7.0	8%	-1.9%	1421	1.7	0.14	2.9	1213	i	32	4.7	2	-2.1	-1.8	i
